AMA1 RON2 block: AMA1-RON2 (P. falciparum) interaction inhibition. 0.2% of 360,000 active. Potency, µM (doses to about 58.2 µM), for the others: at the top dose activity change, negative = inhibition, usual class: inhibitors. AlphaScreen AMA1-biotinylated RON2 peptide binding;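 note: potency is the fitted concentration of half-maximal effect; 0% = vehicle wells and -100% = peptide control; nearly all actives have a fitted effect of over 45% in size; some results filed as inactive show a strong effect at the top dose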
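AMA1 (3D7) with his tag at 25 nM final met compounds first, then biotinylated RON2 peptide at 25 nM; detection used donor plus acceptor beads, 10 µg/mL apiece, read by AlphaScreen after 30 min at room temperature.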
Pf growth 96h: P. falciparum growth inhibition at 96 hour, primary screen for plastid delayed-death inhibitors. AID 504834. 6.9% of 320,000 active. P. falciparum luciferase reporter growth, 96 h. Potency, µM (titrated, usually from 28.7 µM), inactives show top-dose activity change, negative = inhibition, most hits filed as inhibitors; note: potency is the fitted concentration of half-maximal effect; % is set by controls: 0 for no effect and ±100 for the full control effect
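Compounds incubated with erythrocytes infected by luciferase-expressing P. falciparum (2% hematocrit, 0.05% parasitemia final) for 96 hours, 37 C in 5% CO2. Growth inhibition scored as decreased luciferase luminescence.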
Pf growth 48h: P. falciparum growth inhibition at 48 hours (one generation) | P. falciparum luciferase growth in erythrocytes, 48 h | Potency, µM (titrated, usually from 28.7 µM), without a hit: at the highest dose activity change, negative = inhibition, hits mostly inhibitors | 5.9% of 310,000 active | AID 504832; note: potency is the fitted concentration of half-maximal effect; % is set by controls: 0 for no effect and ±100 for the full control effect
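A one-generation exposure of luciferase-tagged malaria parasites in RPMI 1640/Albumax erythrocyte culture, 37 C and 5% CO2. Inhibition is inferred from decreased luminescence after adding detection reagent.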
Cycloheximide cs: counter-screen for Shiga toxin inhibitors: cycloheximide protein synthesis inhibition; cell reporter, cycloheximide protein synthesis inhibition counterscreen; 12% of 300,000 active; max response, %; in the data active = max response mostly above about 13%, no sharp cut-off; inactive = mostly below about 14%; note: read at 38.3 µM for the half of the compounds with a filed dose; 0% is about no effect
Tb PYK inh: T. brucei pyruvate kinase inhibition; Q57TT1; TbPYK enzyme, Kinase-Glo Plus ATP luminescence, 45 min; Potency, µM (highest dose often 76.8 µM), without a hit: at the top dose activity, negative = inhibition, usual class: inhibitors; 0.12% of 410,000 active; AID 624173; note: potency is the fitted concentration of half-maximal effect; % is set by controls: 0 for no effect and ±100 for the full control effect; nearly all actives have a fitted effect of over 50% in size
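Assay buffer: 50 mM TEA pH 7.2, 100 mM KCl, 10 mM MgCl2, 0.05% BSA, 0.01% Tween-20. Pyruvate kinase from T. brucei plus substrate met compound, then ADP (130 uM final). Luminescence was read post 45 min RT.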
Shiga inhibitor: Shiga toxin inhibition; Vero cells, Shiga toxin protein synthesis inhibition reporter; inhibition, % at 38.7 µM; 9.2% of 290,000 active; in the data active = inhibition mostly above about 28%, no sharp cut-off; inactive = mostly below about 43%; note: 0% is about no effect
LmPK inhibitor: LmPK (Leishmania mexicana) enzyme inhibition. AID 1721. 0.37% of 290,000 active. Potency, µM (highest dose often 57.5 µM), inactives show at the top dose activity change, negative = inhibition, actives largely listed as inhibitors. purified LmPK, Kinase-Glo ATP luminescence, 1 h; note: potency is the fitted concentration of half-maximal effect; % is set by controls: 0 for no effect and ±100 for the full control effect
Target sequence (Q27686 whole entry, looked up): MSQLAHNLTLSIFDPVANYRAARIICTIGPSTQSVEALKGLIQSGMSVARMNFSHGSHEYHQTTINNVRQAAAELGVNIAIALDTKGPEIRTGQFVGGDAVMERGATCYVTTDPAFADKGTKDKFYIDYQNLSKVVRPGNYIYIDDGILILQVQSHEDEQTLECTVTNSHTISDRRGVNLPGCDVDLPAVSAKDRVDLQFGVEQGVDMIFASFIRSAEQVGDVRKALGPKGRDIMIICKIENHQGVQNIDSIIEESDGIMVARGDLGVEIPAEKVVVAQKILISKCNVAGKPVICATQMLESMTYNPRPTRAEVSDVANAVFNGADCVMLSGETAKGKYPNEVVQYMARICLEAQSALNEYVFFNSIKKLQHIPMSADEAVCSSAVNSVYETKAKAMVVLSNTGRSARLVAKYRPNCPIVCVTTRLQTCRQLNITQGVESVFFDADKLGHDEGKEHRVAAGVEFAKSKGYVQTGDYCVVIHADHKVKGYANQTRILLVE
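0.1 nM LmPK, 0.5 mM PEP, 0.1 mM ADP; 50 mM imidazole pH 7.2, 7 mM MgCl2, 50 mM KCl; 1 h RT. Kinase-Glo luminescence readout, normalized to no-enzyme (full inhibition) and uninhibited wells.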
* marks the source's active call; other numbers are inactive results; ? = inconclusive; . = not tested or not shown; [ ] = dose if it differs, or a comment. Unless noted, calls come from the whole dose curve; as a rule, active = well fitted curve in the direction sought with a large enough effect; inconclusive = small, poorly fitted or top-dose-only effect, or another doubt; inactive = no such curve, though single readings can be large; an effect the other way counts as inactive or inconclusive. Rows were taken by chance; 21% or so of the library scored in one or more.

Sequence of screens – AMA1 RON2 block | Pf growth 96h | Pf growth 48h | Cycloheximide cs | Tb PYK inh | Shiga inhibitor | LmPK inhibitor
1) CCC(=O)Nc1ccc(/C(C)=N\NS(=O)(=O)c2ccc(C)cc2)cc1
→ 7.8% | ? | -4.2% | 1.6 | -0.6% | 7.3 | 1.9%
2) CCC1CCc2sc(C(=O)NCC3CCCO3)cc2C1 (centres undefined)
→ -2.4% | 370.7%[activator] | 223.6%[activator] | . | 0.0% | . | .
3) Cc1ccc(N2C(=O)CCC2(C(N)=O)c2ccccc2)cc1 (centres undefined)
→ 11.1% | 71.5%[activator] | 15.0% | 1.6 | -22.8% | 9.5 | 3.8%
4) COc1cccc(C(=O)NC(C)c2cccc3ccccc23)c1OC (centres undefined)
→ 0.8% | ? | -1.4% | -4.4 | 7.4% | -2.1 | -6.9%
5) O=C(O)CC1=C(Nc2ccccc2)C(=O)N(c2ccccc2)C1c1ccc(F)cc1 (centres undefined)
→ -5.2% | 85.2%[activator] | 88.2%[activator] | 52.0* | -7.4% | 99.3* | 0.1%
6) c1csc(-c2nnc(COc3ncnc4sccc34)o2)c1
→ 2.5% | ? | -4.5% | -1.5 | -4.3% | 13.6 | -8.8%
7) CSc1cccc(NC(=O)c2sc3nc4n(c(=O)c3c2C)CCC4)c1
→ -11.0% | ? | 41.3%[activator] | 16.8* | 1.9% | 50.1* | 5.0%
8) COc1ccc(NC(=O)/C=C/C(=O)O)c(OC)c1
→ -7.2% | 27.5% | 15.1% | -2.0 | 0.1% | 12.4 | -3.6%
9) CC(C)C/C(O)=C/c1nc2cc(Cl)ccc2oc1=O
→ 72.5%[activator] | ? | ? | 3.6 | 0.3% | 25.1 | -0.6%
10) Cc1ccc(C(C(=O)NC2CCCC2)N(C(=O)c2csnn2)c2cccc(F)c2)o1 (centres undefined)
→ -15.7% | 8.9% | 0.7% | -5.1 | 0.5% | -10.1 | 0.6%

Continued (four carried over from the part before).
Sequence of screens – AMA1 RON2 block | Pf growth 96h | Pf growth 48h | Cycloheximide cs | Tb PYK inh | Shiga inhibitor | LmPK inhibitor
7) CSc1cccc(NC(=O)c2sc3nc4n(c(=O)c3c2C)CCC4)c1
→ -11.0% | ? | 41.3%[activator] | 16.8* | 1.9% | 50.1* | 5.0%
8) COc1ccc(NC(=O)/C=C/C(=O)O)c(OC)c1
→ -7.2% | 27.5% | 15.1% | -2.0 | 0.1% | 12.4 | -3.6%
9) CC(C)C/C(O)=C/c1nc2cc(Cl)ccc2oc1=O
→ 72.5%[activator] | ? | ? | 3.6 | 0.3% | 25.1 | -0.6%
10) Cc1ccc(C(C(=O)NC2CCCC2)N(C(=O)c2csnn2)c2cccc(F)c2)o1 (centres undefined)
→ -15.7% | 8.9% | 0.7% | -5.1 | 0.5% | -10.1 | 0.6%
11) COc1cccc(N=CC2=C(O)CCCC2=O)c1
→ 12.3% | -4.6% | -15.4% | 30.5* | 3.1% | 30.7 | 0.3%
12) O=C(Nc1ccncc1)c1ccccc1F
→ -18.3% | 11.5%[5.75 µM] | 12.0% | 24.1 | -2.4% | -8.1 | -8.7%
13) O=C(CSCc1ccc(F)cc1)Nc1nc2c(s1)CCCC2
→ -23.4% | 1.8% | -3.5% | 12.2 | -8.2% | 10.4 | -2.3%
14) C=CCNC(=O)C1CC(=O)N(c2ccc(OCC(=O)Nc3ccc(C)cc3)cc2)C1 (centres undefined)
→ -2.0% | 1.4%[5.75 µM] | 1.3% | -4.5 | -3.4% | -15.2 | -4.3%
15) CCSc1ccccc1C(=O)N1CCCC1
→ -10.8% | . | -0.6% | -3.8 | 4.4% | -4.7 | -8.1%
16) CC(NC(=O)CN1CCN(c2cccc(Cl)c2)CC1)c1ccccc1 (centres undefined)
→ -0.1% | -17.5% | -9.1% | -0.8 | -0.3% | -21.9 | -0.8%
17) Cc1cc(Br)ccc1NC(=O)CN(C)C(=O)C1CCN(C(=O)c2ccc(F)cc2)CC1
→ 16.3% | -4.6% | ? | . | -6.5% | . | .
18) CCOC(=O)N1CCN(C(=O)c2c(Cl)cnn2C)CC1
→ -12.1% | -9.0% | 4.6% | -1.2 | -3.2% | -9.5 | -5.8%
19) CCc1cccc(CC)c1NC(=O)COC(=O)CCc1cc(OC)c(OC)c(OC)c1
→ -3.9% | 488.8%[activator] | 10.7% | 8.1 | 7.0% | -1.4 | -1.5%
20) CC(=O)CC(=O)Nc1nc(C)cc(C)n1
→ 8.7% | 84.4%[activator] | ? | -3.5 | 3.4% | 8.5 | -1.0%
21) CC(C)(C)C(=O)O/N=C(\N)COc1cccc(Cl)c1
→ -14.2% | ? | ? | 44.0* | -15.4% | 99.4* | -1.7%
22) Cc1ccc(OCc2ccc(C(=O)Nc3cc(C)on3)o2)c([N+](=O)[O-])c1
→ 0.0% | ? | -8.1% | -3.9 | -15.5% | -10.8 | 1.5%
23) Cc1cc(NC(=O)CCCC(=O)OCC(F)(F)C(F)F)cc(C)c1C(=O)O
→ 32.4%[activator] | 0.6% | 35.1%[activator] | -4.9 | -8.2% | -4.2 | -6.1%
24) Cc1cc(C(=O)O[C@H]2[C@H](C)NS(=O)(=O)[C@H]3C[C@@H]4C=C[C@]23O4)cc([N+](=O)[O-])c1
→ -1.0% | 36.5%[activator] | -12.6% | . | -3.8% | . | .
25) COc1ccc(OC)c(NC(=O)N[C@@H](Cc2ccccc2)C(=O)O)c1
→ 2.7% | -2.1% | 22.3% | -1.6 | -8.6% | -12.4 | 6.0%
26) CN1CN(C)c2ccc([N+](=O)[O-])c3cccc1c23
→ -14.9% | 41.2%[activator] | 34.5%[activator] | -0.8 | 0.8% | 4.2 | -1.6%
27) Cc1ccc([N+](=O)[O-])cc1NC(=O)CSc1nnc(C)n1CC1CCCO1 (centres undefined)
→ -0.1% | 0.0% | 46.9%[activator] | -1.5 | 0.9% | -5.0 | -2.5%
28) Cn1c(=O)c2c(nc(OCc3cccnc3)n2Cc2ccccc2)n(C)c1=O
→ -5.2% | ? | ? | 14.9* | 6.5% | 39.2* | 11.2%
29) Cc1onc(-c2ccccc2)c1C(=O)N1CCN(S(=O)(=O)c2ccccc2C(F)(F)F)CC1
→ -4.0% | 3.5% | -3.8% | 10.2 | 0.9% | 61.7 | -5.0%
30) Oc1ccccc1CNCCCNCc1ccccc1O
→ 86.9%[activator] | 238.3%[activator] | 8.28µM* | -2.4 | 1.7% | -6.8 | 2.5%
31) CCC1=NN2C(=N)/C(=C\c3cccn3-c3ccc(C)cc3C)C(=O)N=C2S1
→ 4.7% | -22.3% | ? | -1.4 | 3.5% | -5.4 | -4.0%
32) Cc1cccc(Nc2nc(N)nc(CN3CCN(c4ccccc4)CC3)n2)c1
→ -1.5% | . | ? | -1.2 | 2.6% | -18.9 | 2.6%
33) Cc1cc(C)n(NC(=S)NC2CCCC2)c(=O)c1C#N
→ -9.4% | 0.0% | 0.0% | 1.7 | 1.9% | -3.2 | 0.3%
34) COC(=O)c1cc(C(=O)OCC(=O)Nc2cc(C)on2)cc([N+](=O)[O-])c1
→ -7.2% | 13.4% | 60.8%[activator] | -1.7 | -1.6% | -7.2 | 2.6%
35) CCOc1ccc(NS(=O)(=O)c2ccc(Cl)c(C(=O)N(C)Cc3cccnc3)c2)cc1
→ 8.5% | -18.3% | ? | . | 3.2% | . | .
36) COc1cccc(CN(C)C(=O)c2cc(-c3cccs3)nc3ccccc23)c1
→ -13.5% | ? | ? | 1.3 | 6.3% | -4.3 | -1.8%
37) Cn1nc(-c2ccc(C(=O)N3CCN(Cc4ccccc4)CC3)cc2)c2ccccc2c1=O
→ 3.9% | 13.1µM* | . | -2.2 | . | -12.7 | 8.7%
38) CN1CCN(C(=O)C2=C[C@H](C(C)(C)C)C[C@H](OCCCCO)O2)CC1
→ 3.8% | 0.0% | 0.0% | -2.4 | 1.9% | -5.5 | 4.4%
39) CCc1ccc(NS(=O)(=O)c2ccc3[nH]cc(C(=O)N4CCc5ccccc54)c(=O)c3c2)cc1
→ -2.2%[11.6 µM] | ? | 88.2%[activator] | 34.9* | -3.6% | 24.7* | 2.4%
40) O=C(NCC(O)COc1ccc([N+](=O)[O-])cc1)c1ccccc1 (centres undefined)
→ -24.0% | -1.2% | -2.5% | -1.6 | 0.5% | -12.6 | 2.8%
41) CNC(=O)c1nnn(-c2ccccc2)c1C(=O)NC
→ 0.6% | 10.1% | 5.5% | -3.3 | -15.0% | -2.6 | 2.1%
42) Cn1c(SCc2ccc(Cl)cc2)nnc1C1CC1
→ 6.0% | 4.2% | 22.8% | -0.5 | 5.0% | 9.1 | -0.1%
43) O=C(O)c1ccc(C2SCC(=O)N2Cc2ccco2)cc1 (centres undefined)
→ -12.6% | -12.0% | ? | -3.7 | -0.8% | -10.6 | 1.5%
44) Cc1nc(SCC(=O)Nc2ccc(CN3CCCC3)cc2)c2c(C)c(C)sc2n1
→ -9.7% | 13.1µM* | 9.28µM* | . | -13.6% | . | .
45) CN(Cc1ccccc1F)C(=O)C1CCCN(C(=O)c2ccc(Cl)cc2)C1 (centres undefined)
→ -2.7% | -26.8% | ? | . | -2.3% | . | .
46) COc1cccc(C(=O)Nc2cc([N+](=O)[O-])ccc2N2CCN(C)CC2)c1
→ -1.5% | ? | ? | -1.8 | -10.8% | -16.5 | 2.7%
47) CCOc1ccc(CNc2ncc(-c3ccccc3)n2C)cc1
→ -21.6% | ? | -10.3% | -3.8 | -5.4% | -3.2 | -4.2%
48) O=S(=O)(c1cnc[nH]1)N1CCN(c2ccccc2)CC1
→ -1.3% | ? | . | -5.3 | -2.1% | -16.5 | 1.9%
49) O=C(Cc1ccccc1)Nc1ccc(CN2CCOCC2)cc1
→ -1.6% | -13.1% | 105.7%[activator] | 30.5* | -5.1% | 80.8* | 2.2%
50) COc1ccc(CNC(=O)CSc2nc(SC)ns2)cc1
→ 2.3% | 15.9% | -0.7% | 5.9 | 0.6% | 9.6 | 0.4%
51) CCc1ccc(NC(=S)NC2CC3CCC(C2)N3Cc2ccco2)cc1 (centres undefined)
→ -5.5% | 0.0% | ? | 1.1 | -6.5% | -7.3 | -1.8%
52) CCOC(=O)C1=C(O)/C(=C/c2ccc(OCC(=O)O)c(OC)c2)SC1=Nc1ccc(OCC)cc1
→ -3.9% | -101.2% | ? | 3.3 | -13.5% | -14.8 | 4.9%
53) O=C(Nc1ccccc1)/C(=C/c1cccc(Br)c1)NC(=O)c1ccco1
→ 3.9% | -31.2% | -13.1% | 2.1 | -7.4% | 2.4 | 0.8%
54) COCCn1c(-c2ccc(OC)cc2)nc2oc3cc(OC)ccc3c(=O)c2c1=O
→ -3.7% | ? | ? | 1.6 | -3.8% | -9.9 | -0.9%
55) O=C(Cc1c[nH]c2ccccc12)NCC(=O)Nc1ccc(F)c(F)c1F
→ -4.9% | 27.7% | 1.3% | . | -0.3% | . | .
56) S=c1[nH]nc(-c2cccnc2)n1Cc1ccccc1
→ 26.6% | ? | -3.8% | -2.7 | ? | -4.8 | ?

Screens: PubChem BioAssay, National Center for Advancing Translational Sciences (NCATS)
